HTR1E agonist = 5-HT1E (human) receptor agonism | P28566 | CHO 5-HT1E Ga15 NFAT-bla reporter, FRET; 0% DMSO wells, 100% control agonist wells | activation, % at 6 µM | hit rate 0.69% among 65,000 | AID 574;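 active = activation above a set limit, the screen-wide mean activation plus 3 SD, cut at about 8.5% in these data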;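 also: 100% = positive control agonist at 1 µM giving full maximal response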
Target sequence (P28566 whole entry, looked up): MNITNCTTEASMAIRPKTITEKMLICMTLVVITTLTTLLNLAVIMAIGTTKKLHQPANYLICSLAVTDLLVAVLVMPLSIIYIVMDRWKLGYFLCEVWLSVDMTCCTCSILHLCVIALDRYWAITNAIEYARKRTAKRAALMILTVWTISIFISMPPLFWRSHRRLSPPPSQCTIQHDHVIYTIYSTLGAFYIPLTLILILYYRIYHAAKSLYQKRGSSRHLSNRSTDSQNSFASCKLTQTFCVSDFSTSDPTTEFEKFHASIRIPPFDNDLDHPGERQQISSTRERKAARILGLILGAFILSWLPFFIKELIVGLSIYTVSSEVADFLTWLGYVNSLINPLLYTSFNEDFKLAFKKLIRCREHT
HER2 expr 66K = inhibitors of human Her2 kinase expression. HER2 level % of control, % at 10 µM. SKBR-3 HER2 protein level, AlphaScreen, 18-24 h; stronger effect = lower value. P04626. hit rate 0.69% among 65,000;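 active = HER2 level under 5% of the carrier-only control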;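 also: 100% = DMSO carrier and 0% = 500 nM PU-H71 HSP90 inhibitor; lower value means stronger loss of Her2 protein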
MMP-13 inhibitor = blocks human MMP13 activity; AID 570; inhibition, % at 4 µM; P45452; hit rate 0.07% among 65,000; MMP-13 fTHP FRET cleavage, Mca fluorescence;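 active = inhibition above the mean of compound-free control plate wells plus 3 SD, cut at about 14% in these data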;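 also: 0% = DMSO wells and 100% = wells with reference MMP-13 inhibitor after basal subtraction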
HTR1E antagonist = antagonists of human 5-HT1E serotonin receptor; P28566; CHO 5-HT1E Ga15 NFAT-bla reporter, FRET, antagonist; inhibition, % at 6 µM; hit rate 0.99% among 65,000; AID 571;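 active = inhibition above a set limit, the mean inhibition across every tested compound plus 3 SD, cut at about 29% in these data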;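 also: signal is the 460 over 535 nm emission ratio of beta-lactamase substrate; 0% = agonist plus DMSO wells and 100% = wells without agonist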
Abs 340nm = absorbance at 340 nm; compound absorbance at 340 nm, fold over control; fold change at 10 µM; 65,000 tested, under 10 active; AID 708;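 active = at 10 µM dose, initial 340 nm absorbance at least 2 fold that of control wells; inactive = change under 2 fold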;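 also: initial absorbance extrapolated from kinetic A340 decline of NADH oxidation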
S1P1 ag pot = S1P1 (human) agonism or agonism potentiation. P21453. S1P1 CRE-bla cells, forskolin, beta-lactamase FRET, potentiator mode; S1P1 agonist co-added at EC20, 2 nM; 100% = saturating reference agonist, 0% = basal. AID 449. hit rate 0.57% among 56,000. activation, % at 9.5 µM;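 active = activation above a cutoff set at the mean activation of all tested compounds plus 3 SD, cut at about 54% in these data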;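 also: forskolin at 4 µM as EC80 and the EC20 agonist is SEW2871; 100% = SEW2871 at its EC100 plus forskolin at EC80; some compounds past the cut are filed as inactive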
Target sequence (P21453 whole entry, looked up): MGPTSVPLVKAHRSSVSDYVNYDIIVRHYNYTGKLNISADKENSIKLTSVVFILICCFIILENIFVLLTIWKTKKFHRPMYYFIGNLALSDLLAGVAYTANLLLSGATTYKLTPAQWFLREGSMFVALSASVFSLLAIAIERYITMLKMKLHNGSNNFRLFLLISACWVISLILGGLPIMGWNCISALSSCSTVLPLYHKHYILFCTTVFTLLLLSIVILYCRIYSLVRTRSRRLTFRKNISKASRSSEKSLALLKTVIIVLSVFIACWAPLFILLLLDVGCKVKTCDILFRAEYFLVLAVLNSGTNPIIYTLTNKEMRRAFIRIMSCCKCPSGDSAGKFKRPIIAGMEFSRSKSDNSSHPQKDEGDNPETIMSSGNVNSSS
5HT1a antag = antagonists of human 5-HT1a serotonin receptor; P08908; CHO 5-HT1a Ga15 NFAT-bla reporter, antagonist mode; inhibition, % at 10 µM; hit rate 0.68% among 62,000;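 active = inhibition above the mean of all tested compounds plus 3 SD, cut at about 43% in these data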;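 also: receptor stimulated by 5-CT agonist at 100 nM near EC80; beta-lactamase reporter measured by ratiometric fluorescence of a cleavable substrate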
Autofluor 339 = intrinsic fluorescence of library compounds, ex339/em460 – biochemical, MLSMR library, data from DPM-DC assay, artefact control, profiling panel; AID 709; compound autofluorescence, ex339/em460 nm, NADH buffer; stronger effect = higher value; 1 = no-compound wells, NADH background; fluorescence fold increase at 10 µM; hit rate 5.5% among 65,000;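 active = at 10 µM, mean starting fluorescence two-fold or more over control wells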;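 also: signal is the first read of a kinetic run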
S1P3 ag = agonists of human S1P3 receptor | S1P3 NFAT-BLA reporter cells, agonism, FRET ratio; relative to 1 µM S1P, basal subtracted | hit rate 0.1% among 60,000 | AID 373 | activation, % at 4.5 µM;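 active = activation above the screen-wide mean plus 3 SD, cut at about 4.5% in these data, passing the limit was not always enough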; also: some compounds called inactive have numbers as strong as hits
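Assay system: stable CHO line with human S1P3, Gα16, NFAT-BLA reporter; Detection: FRET β-lactamase substrate fluorescence, excitation 405 nm, 460/535 nm emission ratio, background-subtracted; Read-out: percent activation versus median 1 µM S1P response, basal-subtracted, per plate; Incubation: cells plated overnight, compound 4 h 37 °C, substrate 2 h RT.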
* = called active by the depositor; nt = not tested or not shown; [ ] = remark or other dose. Outcome played no part in choosing rows, and some 8.5% of all compounds hit somewhere here.

SMILES	HTR1E agonist	HER2 expr 66K	MMP-13 inhibitor	HTR1E antagonist	Abs 340nm	S1P1 ag pot	5HT1a antag	Autofluor 339	S1P3 ag
Cc1c(N=Cc2cc3c(cc2Cl)OCO3)c(=O)n(-c2ccccc2)n1C	0.2	107	-1	4	1.2	-16	2	1.1	-0.2
CCOC(=O)CSc1nc(C)c2cc(OC)ccc2n1	-1.3	107	-36	1	1.1	-1	-3	3.7*	-0.3
COc1ccc(N2CCN(Cc3nc(-c4ccc(Cl)cc4Cl)no3)CC2)cc1	0.3	79	1	3	0.99	39	-1	1	-0.7
COc1ccc(CCN2C(=O)CC(N3CCN(S(=O)(=O)c4ccccc4)CC3)C2=O)cc1 (configuration not stated)	0.6	84	-1	5	1	-4	-11	1	0.5
COC(=O)Cn1cnc2c(C#N)c3n(c2c1=O)CCCCC3	-0.8	109	4	1	1	13	-1	1.1	-1.0
CCCCn1c(SCC(=O)OC)nc2c1c(=O)n(C)c(=O)n2C	-0.6	125	8	1	1	-34	-15	1.1	0.3
c1ccc2c(c1)ncn2Cc1nnc2sc(-c3ccc4c(c3)OCO4)nn12	0.6	67	-38	8	1.1	-32	3	3.8*	-0.3
O=C(CSc1nc2ccccc2n1CC(=O)NCc1ccccc1)NCc1ccco1	-1.7	96	-2	-3	1	6	2	1	-0.9
O=C(Nc1cccc(F)c1)c1cccc(S(=O)(=O)N2CCOCC2)c1	-0.5	49	1	2	1	1	-3	1	-0.4
CCOC(=O)c1cc2c(=O)n3cccc(C)c3nc2n(CCc2ccccc2)c1=N	0.5	84	-177[fluorescence artefact?]	-21	0.98	-19	nt	2.3*	-1.2
CCCCOc1ccc(-c2nnc(N)s2)cc1	0.4	108	-6	-3	1	-9	nt	1.1	-0.4
CCOC(=O)C1CCN(C(=O)C2CCN(S(=O)(=O)N3CCCC3)CC2)CC1	0.2	98	4	-6	1	-16	-11	1	0.5
Cc1ccc(/C=N/n2c(C)nnc2C)s1	0.5	127	0	0	1.1	6	-6	1.1	0.0
CCCOc1ccccc1Cn1c(=O)oc2ccc(C)cc21	-1.4	101	10	14	1	nt	44*	1.1	nt
O=C1CCc2cc(S(=O)(=O)N3CCC(C(=O)NC4CCCCCCC4)CC3)ccc2N1	0.3	89	-2	-12	1	-2	2	1.1	-0.3
Cc1noc(C)c1COC(=O)c1cc(F)c(F)cc1Cl	-0.6	105	2	-12	1	14	-7	1.1	1.4
COCCOc1nc2c(c(=O)n(C)c(=O)n2C)n1CCc1ccccc1	-0.3	75	-1	10	0.98	7	-14	1.1	0.5
Cc1cc(C)c2nc(SCC(=O)N3CCCCC3)c(C#N)cc2c1	-0.1	106	4	19	1	-34	-9	1.1	2.1
O=C(NCCc1ccccc1)C1CCN(S(=O)(=O)c2ccc(-n3cnnn3)cc2)CC1	-0.1	117	-3	10	0.97	-10	1	1.1	-0.3
Clc1ccccc1-c1nc(-c2ccccc2)n[nH]1	0.5	82	5	-1	0.99	8	16	1.1	0.2
O=S(NCc1ccccc1)C12CC3CC(CC(C3)C1)C2 (configuration not stated)	-0.4	118	1	3	1	-3	0	1.1	-0.9
NC(=O)c1ccsc1NC(=O)CN1C(=O)C2CC=CCC2C1=O (configuration not stated)	0.8	92	-1	15	1.1	-6	-2	1.1	-0.7
O=c1[nH]c2c(s1)C=Nc1ccccc1N2	0.7	113	-2	-3	1	nt	8	1.1	0.1
Cc1cc(=O)oc(C)c1C(=O)N1CCN(C(c2ccccc2)c2ccccc2)CC1	-0.1	99	5	-17	1	-2	15	1.1	-0.8
CC1CN(c2nc(-c3ccccc3)nc3ccccc23)CC(C)O1 (configuration not stated)	-0.7	103	1	2	1.1	-19	14	1.1	-2.7
CCOC(=O)N1CCN(C(=O)CCc2ccc(S(=O)(=O)NCCc3ccccc3)cc2)CC1	0.9	77	5	-3	0.98	nt	-11	1	-0.6
COc1ccc(N2CCN(S(=O)(=O)c3ccc(Cl)c(C(F)(F)F)c3)CC2)cc1	-0.5	108	1	11	1.1	-6	1	1.2	-0.7
COCCN(C(=O)Cc1cccs1)c1nnc(-c2cccnc2)s1	-0.6	110	-2	3	0.99	24	-13	1.1	-0.4
C=CCn1c(SCC(N)=O)nc(C)cc1=O	-0.4	82	1	-2	1.1	-18	8	1.1	-0.3
O=C1c2oc3ccccc3c(=O)c2C(c2ccc(Br)cc2)N1c1ncccn1 (configuration not stated)	1.1	87	1	0	1	-10	-10	1.1	-1.1
CCCCN1C[C@H](O)[C@@H](O)[C@H](O)[C@H]1CO	-0.3	117	-2	8	0.99	10	nt	1	-2.0
CCOC(=O)c1cc2n(n1)C(C(F)(F)C(F)(F)F)CC(C)N2 (configuration not stated)	-0.3	78	-5	-3	1	-12	-16	1.1	-0.4
COc1ccc(OC)c(C2C(C#N)=C(N)Oc3c2c(C)nn3-c2ccc(C)cc2)c1 (configuration not stated)	0.1	100	-2	9	1	30	20	1.5	0.8
COc1ccc(-c2ccc(S(=O)(=O)N3CCOCC3)cc2)cc1	0.4	201	-112	2	1	nt	-11	1.4	nt
c1ccc(CNc2ncnc3c2cnn3-c2ccccc2)cc1	0.3	81	-5	29*	1	6	7	1.1	-0.3
O=C(CSc1nnc(-c2ccc(O)cc2)o1)N1CCOCC1	0.3	103	5	7	1.1	-4	1	0.99	-0.5
COCCN1C(=O)c2ccccc2C(C(=O)NCCCN2CCCC2)C1c1c[nH]c2ccccc12 (configuration not stated)	0.7	87	6	15	1	2	-1	1.1	-0.6
CCOc1ccc2[nH]c(=O)c(CN(CC3COCCO3)C(=O)C3CC3)cc2c1 (configuration not stated)	-0.8	67	-25	8	1.1	nt	5	1.9	nt
N#Cc1cc2cc3c(cc2nc1N1CCOCC1)OCO3	0.0	97	-195	-9	1.1	-3	-3	3.8*	-1.3
COc1ccc(OC)c(C2=NOC(C(=O)NCCN3CCOCC3)C2)c1 (configuration not stated)	0.2	162	3	-5	0.98	5	2	1.3	1.0
O=C(c1ccco1)N1CCN(C(=O)c2cccn3c(=O)c4c5c(sc4nc23)CCCC5)CC1	0.8	81	-44	-2	1.1	7	4	1.9	-0.8
Cc1ccc(C(=O)CSc2nnc(COc3cc(C)cc(C)c3)o2)cc1	0.3	103	0	-6	1	17	-2	1.1	-0.6
CN=C(Nc1cc(C)nn1CCC#N)c1ccc(F)cc1	0.0	89	-6	1	1	4	-7	0.84	0.4
Cc1ccc2cccc(NC(=O)C(F)(F)F)c2n1	-1.7	67	7	2	1	4	4	1.1	-1.5
COc1ccc(C(=O)Nc2ccccc2C(=O)NCCN2CCOCC2)cc1	1.2	88	-1	10	1	nt	3	1.1	-0.1
O=C(Nc1ccc(N2CCN(C(=O)c3ccco3)CC2)cc1)c1cccs1	-0.2	70	9	9	1	10	2	1.1	-1.2
Cc1cc(C)cc(NC(=O)C2CCCN(c3nc(C)cc(C)n3)C2)c1 (configuration not stated)	-0.7	96	-2	-6	0.99	-2	-1	0.99	0.4
COc1cc(NC2=CC(=O)CC(C)(C)C2)cc(OC)c1	0.2	139	6	3	1.1	-27	7	1	-0.6
CCN1C(=O)CC(N2CCN(c3ccc(OC)cc3)CC2)C1=O (configuration not stated)	-0.3	59	4	-7	0.98	-12	nt	1.1	-2.7
Cc1ccc(-c2nn[nH]n2)o1	0.1	99	6	-11	0.99	-12	-3	1.1	-0.7
Continuation.
SMILES	HTR1E agonist	HER2 expr 66K	MMP-13 inhibitor	HTR1E antagonist	Abs 340nm	S1P1 ag pot	5HT1a antag	Autofluor 339	S1P3 ag
NC(=O)CSc1ncc(-c2ccccc2)[nH]1	-0.4	318	1	-2	1.1	nt	-10	1.2	nt
CC1(C)C2CCC13CS(=O)(=O)N[C@@H]3C2 (some centres not stated)	-0.3	80	5	-5	1	9	6	1.1	-0.3
CCOc1ccc(N2C(=O)CC(N(O)c3ccccc3)C2=O)cc1 (configuration not stated)	-0.6	124	-8	-14	1	0	-18	1.2	-1.7
Fc1cnc(N2CCOCC2)nc1NCc1ccccc1	-0.5	108	-41	-19	1	-11	nt	1.1	-1.0
Cn1c(-c2ccc(F)cc2)cnc1SCC(=O)Nc1ccccc1N1CCOCC1	-1.3	86	3	4	0.98	6	-2	1.2	-1.8
CCc1ccc2[nH]c(=O)c(CN(Cc3ccc(OC)cc3)Cc3nnnn3CCOC)cc2c1	1.5	80	-1	9	1.1	-25	5	1.4	0.0
COc1cccc(-c2nnc(SCC(=O)N3CCCC3=O)n2-c2ccccc2)c1	-0.2	87	-5	2	0.96	-19	-8	1	1.3
O=C(Nc1ccon1)c1cccc(Cl)c1	-0.8	97	-2	-5	1	9	3	1.1	-1.2
C=CCn1c(Cc2csc(N)n2)nnc1SCC(=O)Nc1ccc(C(=O)OCC)cc1	-2.6	nt	2	-3	1	-25	20	1.1	-0.8
C=CCN1CCN(C(c2cc(OC)ccc2OC)c2nnnn2CC2CCCO2)CC1 (configuration not stated)	-1.2	105	3	7	0.99	11	15	1	0.4
O=C(CSc1nnc(-c2ccc(S(=O)(=O)N3CCCC3)cc2)n1CC1CCCO1)NC1CC1 (configuration not stated)	0.3	92	-3	-2	0.96	0	-13	1.1	-0.2
COc1ccc(OC)c(C2=NOC(C(=O)Nc3cccnc3)C2)c1 (configuration not stated)	-0.6	141	-6	6	1	-2	6	1.2	0.8
Cc1ncc(C23CC4CC(CC(C4)C2)C3)[nH]1	0.6	142	4	-7	1	-15	-5	1.1	-1.3
Nc1nnnn1/N=C/c1ccccc1OCc1ccccc1	-2.0	88	-4	15	1	-8	1	1.1	-1.7
CCOC(=O)c1ccc(NC(=O)c2nccnc2C(=O)O)cc1	-0.9	94	1	-4	1.1	-13	0	1.1	-0.3
Cc1cc2cc(CN(CC3CCCO3)C(=O)c3cnccn3)c(=O)[nH]c2cc1C (configuration not stated)	7.2	82	0	11	1	-13	-4	1.1	0.1
CCC(=O)N1CCc2cc(Br)cc(S(=O)(=O)N3CCN(C(=O)c4ccco4)CC3)c21	-0.5	nt	4	9	1	nt	-7	1.1	nt
N#CC12CCCCC1CC1CCCCC1(C#N)N2CCO (configuration not stated)	0.4	91	3	-9	0.98	-9	3	1	-0.6
Cc1ccc(-c2nsc3c(N4CCC(C(N)=O)CC4)ncnc23)cc1	0.2	82	-17	-9	1.1	-4	-16	1.4	-0.4
O=C(NCCOc1ccccc1)c1ncn[nH]1	0.5	79	3	3	1	nt	9	1.1	-0.8
CCCN1C(=O)C(NS(=O)(=O)c2ccc(N)cc2)(C(F)(F)F)C(C(=O)OC)=C1C (configuration not stated)	0.3	126	4	-1	1.1	nt	0	1.1	-1.0

Full records, quoted from the list:
Cc1ncc(C23CC4CC(CC(C4)C2)C3)[nH]1 across the screens: HTR1E agonist = 0.6; HER2 expr 66K = 142; MMP-13 inhibitor = 4; HTR1E antagonist = -7; Abs 340nm = 1; S1P1 ag pot = -15; 5HT1a antag = -5; Autofluor 339 = 1.1; S1P3 ag = -1.3
Nc1nnnn1/N=C/c1ccccc1OCc1ccccc1 across the screens: HTR1E agonist = -2.0; HER2 expr 66K = 88; MMP-13 inhibitor = -4; HTR1E antagonist = 15; Abs 340nm = 1; S1P1 ag pot = -8; 5HT1a antag = 1; Autofluor 339 = 1.1; S1P3 ag = -1.7
